Screening data from PubChem BioAssay.
HDAC3 inhib = blocks human histone deacetylase 3; O15379; recombinant HDAC3, fluorogenic peptide/trypsin coupled, fluorescence; inhibition, % at 8.3 µM; 320,000 compounds, 0.15% hits; AID 2718; in the data active = inhibition above about 26%, passing the limit was not always enough; inconclusive = no clear call, values can overlap the other calls
PolyA inh = blocks polyadenylation in yeast reporter cells. S. cerevisiae SKY197-pL101 polyadenylation reporter, beta-gal luminescence; efflux-impaired pdr1/pdr3 knockout yeast; score 100 = 6 SD above DMSO. calls only at 12 µM. AID 1875. 300,000 compounds, 0.02% hits;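 active = lowest replicate activity score at least 50, where 100 means six control SD above control mean; inconclusive = lowest score under 50 but half or more replicates reach 50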;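 also: yeast exposed to compound for 9 h at 30 °C; higher score means more reporter readthrough which indicates perturbed polyadenylation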
RGS4 act = potentiators or activators of RGS4 | 310,000 compounds, 0.92% hits | B-score at 10 µM | HEK293 M3R/inducible RGS4, carbachol calcium flux Fluo4; stronger effect = lower value;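 active = B-score of the integrated calcium signal more than 4 SD below the library mean, with starting fluorescence not abnormally high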;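 also: negative B-score means reduced calcium response which marks RGS4 activation or potentiation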
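test system = HEK293 cells with stable M3R and inducible RGS4 | schedule = recording 10 s baseline at 1 Hz, 100 s post-agonist | technique = Fluo4-AM (2 µM) calcium-flux fluorescence, kinetic read | measure = Agonist-evoked peak-minus-minimum fluorescence over baseline, integrated ratio, B score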
KCNQ1 act = potentiates or activates the human KCNQ1 potassium channel; P51787; 310,000 compounds, 0.35% hits; AID 2648; CHO-K1 KCNQ1, thallium flux FluxOR fluorescence; stronger effect = higher value; B-score at 10 µM;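 active = fluorescence ratio B-score, a plate-corrected score, at least three library SD, with initial intensity B-score within 5 SD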
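Assay system: CHO-K1 cells stably expressing KCNQ1. Medium: assay buffer for compound exposure, DMSO matched across wells. Timing: 37 °C overnight plating, 90-min dark dye load, 20-min compound pretreatment. Signal: kinetic FluxOR fluorescence, 10 s baseline plus 110 s post-stimulus.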
KCNK9 inh = blocks the human KCNK9 two-pore domain potassium channel | HEK293 KCNK9, FluxOR thallium flux fluorescence; stronger effect = lower value | 310,000 compounds, 1.2% hits | AID 488922 | Q9NPC2 | B-score at 10 µM;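 active = ratio B-score over 3 SD below the library mean, with starting fluorescence within 5 SD of its mean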;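 also: negative B-score means less thallium flux so channel inhibition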
GSK3beta inhib = human GSK3beta kinase inhibition; P49841; GST-GSK3beta kinase, ADP-Glo luminescence, 60 min; stronger effect = lower value; activity score (negative = inhibition), % at 10 µM; 300,000 compounds, 0.038% hits; AID 2097;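 active = more than half of replicate wells score below -50%, meaning over 50% inhibition versus plate controls; inconclusive = some replicates but at most half score below -50%; inactive = no replicate scores below -50%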;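 also: 0% = median DMSO wells and -100% = median GW8510 positive control wells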
Target sequence (P49841 whole entry, looked up): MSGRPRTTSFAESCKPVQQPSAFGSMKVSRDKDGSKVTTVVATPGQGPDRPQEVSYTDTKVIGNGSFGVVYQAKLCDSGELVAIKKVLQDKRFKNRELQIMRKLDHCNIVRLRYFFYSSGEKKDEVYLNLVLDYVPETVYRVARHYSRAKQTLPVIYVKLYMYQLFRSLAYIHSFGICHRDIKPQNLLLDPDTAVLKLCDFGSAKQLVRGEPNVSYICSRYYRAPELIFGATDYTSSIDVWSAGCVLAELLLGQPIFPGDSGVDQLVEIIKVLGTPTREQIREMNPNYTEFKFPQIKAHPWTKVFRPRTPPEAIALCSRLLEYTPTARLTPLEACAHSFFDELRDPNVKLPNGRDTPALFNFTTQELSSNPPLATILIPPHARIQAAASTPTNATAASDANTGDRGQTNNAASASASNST
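Assay system: GST-fused GSK3beta enzyme, cell-free / Medium: Tris pH 7.5 buffer with MgCl2, DTT, BSA, heparin / Also added: peptide substrate plus 25 µM ATP (final) / Compound: 10 µM single point / Timing: kinase reaction with compound 60 min at room temperature / Detection: ADP-Glo luminescence / Benchmarks: DMSO neutral wells and GW8510 at 20 µM as positive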
hERG protect = shields human hERG channel from block by proarrhythmic agents | CHO-hERG, FluxOR thallium flux, dofetilide IC70 present | activation (rescue from dofetilide block), less the hit threshold, % at 10 µM | 310,000 compounds, 0.51% hits | AID 1511;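 active = activation above the mean of controls blocked by dofetilide plus 5 SD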;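 also: thallium influx through hERG after potassium depolarization seen as dye fluorescence rise; in these data hits start at about 4.7%; inactives centre near -7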
KCNQ1 block = blocks the human KCNQ1 potassium channel. 310,000 compounds, 1.3% hits. B-score at 10 µM. CHO-K1 KCNQ1, FluxOR thallium flux fluorescence; stronger effect = higher value. P51787. AID 2642;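 active = compounds whose thallium flux B-score, printed positive for inhibition, exceeds three library SD while starting fluorescence stays within three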;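 also: channel opened by potassium depolarization with thallium stimulus after 20 min compound exposure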
GSK3A inh = blocks human GSK-3 alpha kinase | P49840 | ADP-Glo luminescence, 60 min | inhibition, % at 10 µM | 320,000 compounds, 0.1% hits;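 in the data active = inhibition above about 50%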;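 also: GST-tagged GSK-3 alpha with peptide substrate and 25 µM ATP; 0% = DMSO neutral wells and 100% = GW8510 positive control wells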
DYRK1A inh = Dyrk1A (rat) kinase inhibition. Q63470. ADP-Glo luminescence, NFATc1 peptide. inhibition, % at 12.5 µM. 310,000 compounds, 0.43% hits. AID 504441; in the data active = inhibition above about 50%;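 also: plate controls were vehicle with enzyme for no effect and no enzyme for full effect; many of its hits are not listed in these tables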
KCNK3 block = human KCNK3 channel inhibition, primary screen; 340,000 compounds, 0.84% hits; CHO-KCNK3 thallium flux, FluxOR fluorescence; stronger effect = lower value; O14649; AID 602410; B-score at 10 µM;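 active = B-score under library mean minus 4 SD, starting fluorescence ratio at most library mean plus 5 SD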;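 also: more negative B-score means stronger inhibition of thallium flux through KCNK3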
Target sequence (O14649 whole entry, looked up): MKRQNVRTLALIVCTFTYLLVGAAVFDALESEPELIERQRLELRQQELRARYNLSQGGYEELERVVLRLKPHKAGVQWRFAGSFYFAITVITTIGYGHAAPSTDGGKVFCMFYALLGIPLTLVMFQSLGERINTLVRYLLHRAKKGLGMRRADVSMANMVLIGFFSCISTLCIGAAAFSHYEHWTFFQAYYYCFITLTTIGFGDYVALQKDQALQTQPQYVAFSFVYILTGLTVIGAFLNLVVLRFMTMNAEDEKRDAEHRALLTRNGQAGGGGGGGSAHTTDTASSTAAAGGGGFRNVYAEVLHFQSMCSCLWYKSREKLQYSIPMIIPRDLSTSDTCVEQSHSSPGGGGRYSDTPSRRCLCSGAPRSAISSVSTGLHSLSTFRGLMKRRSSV
The depositor's hits bear a star; i = inactive; u = inconclusive; x = no result given.

SMILES | HDAC3 inhib | PolyA inh | RGS4 act | KCNQ1 act | KCNK9 inh | GSK3beta inhib | hERG protect | KCNQ1 block | GSK3A inh | DYRK1A inh | KCNK3 block
CCCN(CC1CC1)C(=S)Nc1ccc(C(C)=O)cc1 | 10 | i | i | i | i | -3 | -1 | i | -2 | -3 | i
C/C(=C\c1ccccc1)C(=O)NCc1ccco1 | 0 | i | i | i | i | 3 | -10 | i | 1 | -5 | i
O=C(N/N=C/c1ccccc1C(F)(F)F)c1ccc2nc[nH]c2c1 | 4 | i | i | i | i | 1 | -11 | i | x | 8 | i
C=CCN=C1S/C(=C\c2ccc(Cl)cc2)C(=O)N1CC=C | 2 | i | i | i | i | -1 | -8 | i | 1 | 5 | i
CCOc1cc(/C=N/Nc2nc(-c3cccc(S(=O)(=O)N4CCCC4)c3)cs2)ccc1O | -6 | i | -8.8* | i | i | -1 | -7 | i | -1 | 8 | i
CCC(SC1=N/C(=C/c2ccccc2OC)C(=O)N1c1ccccc1)C(=O)Nc1cc(C)on1 (configuration not stated) | -1 | i | i | i | i | 2 | -11 | i | 0 | 14 | i
NS(=O)(=O)c1cccc(NC(=O)CSc2nnc(-c3ccccc3F)n2C2CC2)c1 | -3 | i | i | i | i | 0 | -14 | i | 0 | 2 | i
Cc1ccnc(NS(=O)(=O)c2ccc3c(c2)CCO3)c1 | 5 | i | i | i | i | 2 | -9 | i | 0 | x | x
COc1ccccc1NC(=O)C1=C(C)Nc2nnnn2C1c1ccccc1OC (configuration not stated) | -2 | i | i | i | i | -1 | -7 | i | 9 | 1 | i
O=C(C1CCCN(c2ncccn2)C1)N1CCc2ccccc21 (configuration not stated) | -1 | i | i | i | i | 0 | -13 | i | 3 | 7 | i
O=C(Nc1cccc([N+](=O)[O-])c1)Nc1ccc(Cl)cn1 | 3 | i | i | i | i | -1 | -11 | i | 0 | 0 | i
CCc1[nH]nc(C(=O)N2CCCC(Nc3ccc(C(C)C)cc3)C2)c1C (configuration not stated) | 3 | i | i | i | i | 1 | -15 | i | -1 | -1 | i
NS(=O)(=O)c1ccc(CNC(=O)C2(c3ccc(Cl)cc3)CC2)cc1 | 3 | i | i | i | i | 0 | -2 | i | -2 | x | i
CCCN(CCC)CCCNC(=O)c1ccc2c(Cl)c3c(nc2c1)CCC3 | 2 | i | i | i | i | -2 | -11 | i | 3 | 8 | i
Cc1ccc(-c2ccc(/C=C(\C#N)C(=O)Nc3cc(C)nn3-c3ccccc3)o2)cc1 | 1 | i | -8.6* | i | i | -1 | -29 | i | -1 | x | x
COc1ccc(CC(=O)N2CCN=C2SC)cc1 | 0 | i | i | i | i | 1 | -7 | i | 0 | -13 | i
N#Cc1ccc(COC(=O)c2cnc(Cl)c(Cl)c2)cc1 | 0 | i | i | i | i | -4 | -2 | i | -2 | -8 | i
Cc1nc2nc(Cc3ccccc3)nn2c(C)c1Cl | -3 | i | i | i | i | 1 | -8 | i | -6 | 6 | i
N#CCCn1cnc2c(=S)nc[nH]c21 | 6 | i | i | i | i | -1 | -7 | i | 4 | 8 | i
O=S(=O)(c1ccc(Cl)cc1)N1CCCN(c2ccc(C(F)(F)F)cn2)CC1 | 12 | i | i | i | i | 1 | -10 | i | -2 | 2 | i
Cc1cc(C)cc(C(=O)NC(CC(N)=O)c2ccc(N3CCC(Cc4ccccc4)CC3)c([N+](=O)[O-])c2)c1 (configuration not stated) | -2 | i | i | i | -13* | 2 | -5 | i | 0 | -2 | i
CC(C)Oc1ccc(CCc2n[nH]c(=S)n2Cc2ccccc2)cc1 | 4 | i | i | i | i | 2 | -1 | i | -3 | -8 | i
Cc1cccn2c(CNCCSc3nccn3C)c(C(=O)N3CCCCC3)nc12 | -6 | i | i | i | i | 2 | -9 | i | -2 | 2 | i
N#Cc1c(-c2cccnc2)cc(-c2ccccc2)nc1N | -110 | i | i | i | i | -1 | -5 | i | -6 | x | i
COc1ccc(C(=O)Nc2ccc3c(c2)nc(CCNC(=O)c2ccco2)n3C)cc1 | -4 | i | i | i | i | 3 | -4 | i | -1 | 3 | i
O=C(Nc1ccccc1)N1CCN(c2ncccn2)CC1 | 2 | i | i | i | i | -3 | -7 | i | -1 | 8 | i
NC(=O)C1=C[C@H](c2ccc(C(F)(F)F)cc2)C[C@H](OCCCCO)O1 | 2 | i | i | i | i | 2 | -15 | i | -5 | 7 | i
Cc1ccc(N(C)C(=O)CC(C)S(=O)(=O)c2ccc3c(c2)NC(=O)CO3)cc1 (configuration not stated) | 1 | i | i | i | i | 4 | -3 | i | 0 | -1 | i
Cc1c(NC2(c3nnnn3-c3ccc(Br)cc3)CCCCC2)c(=O)n(-c2ccccc2)n1C | 1 | i | i | i | i | 2 | -17 | i | -2 | -6 | i
Cc1ccsc1C(=O)Nc1ccccc1N1CCOCC1 | 2 | i | i | i | i | 1 | -15 | i | x | 7 | i
Cc1nc2ccccc2n1CC(=O)OCC(=O)Nc1ccc2c(c1)OCCO2 | -3 | i | i | i | i | 4 | -5 | i | 0 | -3 | i
COc1nc(N)c(S(=O)(=O)c2ccccc2C)cc1C#N | 6 | i | i | i | i | x | -7 | i | 3 | -3 | i
O=S(=O)(NCCCN1CCOCC1)c1ccc(Cl)s1 | -1 | i | i | i | i | -3 | -6 | i | 0 | -8 | i
Cc1cccc2cc(CN(CC(C)C)S(=O)(=O)c3ccccc3)c(=O)[nH]c12 | -4 | i | i | i | i | 1 | -8 | i | 1 | -2 | i
CCOC(=O)N1CCN(C(=O)C(=O)N/N=C/c2ccc(OC)cc2OC)CC1 | -2 | i | i | i | i | -3 | -13 | i | -4 | x | i
O=c1c([N+](=O)[O-])cccn1Cc1ccc(F)cc1Cl | 0 | i | i | i | i | 0 | -6 | i | -1 | x | i
COc1ccc(-c2cn3c(C)c(C(=O)NC(C)(C)C)sc3n2)cc1 | -3 | i | i | i | i | -1 | -10 | i | -3 | 2 | i
CCOCCCNC(=O)C1CCCN1C(=O)NC1CCCCC1 (configuration not stated) | -8 | i | i | i | i | 1 | -17 | i | 0 | 0 | i
O=C(Cn1cc(C(=O)c2cccs2)c2ccccc21)NCc1cccs1 | -2 | i | i | i | -14* | 7 | -7 | i | -1 | 2 | -13*
Cc1ccc(NC(=O)CCC(=O)NNC(=O)COc2ccc([N+](=O)[O-])cc2)c(C)c1 | 6 | x | i | i | i | 0 | -3 | i | x | -2 | i
CC(C)(C)C(=O)CNS(=O)(=O)c1ccc(S(=O)(=O)NC2CCCC2)cc1 | 1 | i | i | i | i | -2 | -11 | i | -1 | x | i
CN(CC(=O)Nc1ccccc1C(F)(F)F)C(=O)COc1cccnc1[N+](=O)[O-] | 2 | i | i | i | i | 2 | -1 | i | 0 | 0 | i
CC(C)(C)c1ccccc1NC(=O)CN1C(=O)NC(Cc2ccccc2)C1=O (configuration not stated) | 5 | i | i | i | i | -3 | -9 | i | -1 | -1 | i
Cc1ccc(S(=O)(=O)NCCCn2ccnc2)cc1C(=O)NC(C)C | -8 | i | i | i | i | -1 | -8 | i | -1 | 1 | i
COc1cccc(C2CC(c3ccccc3)n3ncnc3N2)c1 (configuration not stated) | 3 | i | i | i | i | -3 | -6 | i | x | -2 | i
Nc1nc(Br)c2ccccc2c1-c1ccc(F)cc1 | 5 | i | i | i | i | -4 | -6 | i | -1 | 2 | i
O=C(CCC1CCCC1)Nc1cccc(Cc2ccncc2)c1 | 3 | i | i | i | i | 1 | -3 | i | -1 | -4 | i
CCOC(=O)c1ccc(NC(=O)Nc2c(C)n(C)n(-c3ccccc3)c2=O)cc1 | -19 | i | i | i | i | -3 | -9 | i | -1 | 3 | i
CC1CCN(CC(C)OC(=O)c2ccc3c(c2)OCCO3)CC1 (configuration not stated) | 3 | i | -7.3* | i | i | -1 | -8 | i | -2 | -5 | i
Clc1ccc(Cn2ncc3c(N4CCCC4)ncnc32)cc1 | x | i | i | i | i | -3 | -4 | i | x | 2 | i
O=C(NCCN1CCOCC1)c1cccc(S(=O)(=O)N2CCCCCC2)c1 | x | i | i | i | i | -2 | 7.2* | i | 1 | 6 | i
Cc1nc(CCNC(=O)C2CCC(=O)N(Cc3ccc(Cl)cc3)C2)sc1C (configuration not stated) | x | i | i | i | i | -3 | -13 | i | x | x | i
OC(C[n+]1ccccc1)c1ccccc1 (configuration not stated) | 7 | i | i | i | i | -1 | -7 | i | -1 | -3 | i
O=C(Cc1ccc(F)cc1)Nc1nnc(-c2ccc(F)cc2)o1 | -2 | i | i | i | i | 5 | -8 | i | 11 | x | i
COC(=O)c1ccccc1NC(=O)C1CCN(C(=O)Cc2ccccc2)CC1 | -2 | i | i | i | i | 2 | -13 | i | -1 | 0 | i
O=C1CCCN1CCC1CCCCN1Cc1nc(-c2cnccn2)no1 (configuration not stated) | x | i | i | i | i | 0 | -14 | i | 11 | 0 | i
CC(=O)Nc1ccc(S(=O)(=O)NC(C)C(=O)OCC(=O)NC2CCCC2)cc1 (configuration not stated) | -1 | i | i | i | i | -4 | -7 | i | -5 | -2 | i
C/C(=N/NC(=O)CN1CCN(S(=O)(=O)c2ccc(Br)cc2)CC1)c1ccco1 | -1 | i | i | i | i | -1 | -7 | i | 8 | -6 | i
CC1CCCCC1NC(=S)NC(=O)c1cccs1 (configuration not stated) | 12 | x | i | 20* | i | -1 | 5.2* | i | -3 | -3 | i
N#CC1CC(c2ccc([N+](=O)[O-])cc2)=NN1c1ccc([N+](=O)[O-])cc1 (configuration not stated) | u | i | i | i | i | -1 | -17 | i | -5 | -2 | i
O=C(NCc1ccc2c(c1)OCO2)C(=O)NCC1OCCN1S(=O)(=O)c1ccc(Br)cc1 (configuration not stated) | -1 | i | i | i | i | 0 | -4 | i | -2 | -10 | i
CC(C)c1cc(C(=O)NC2CCCc3c2cnn3-c2ccccc2F)no1 (configuration not stated) | -4 | i | i | i | i | 3 | -2 | i | -2 | x | i

Only part of the results is shown. The share of hits here may be higher or lower than overall.
